# Source: PubChem (Broad Institute)
# PglD inh = C. jejuni PglD acetyltransferase inhibitors, primary screen, biochemical, DTNB colorimetric, single point; UDP-N-acetylbacillosamine N-acetyltransferase PglD (Campylobacter jejuni); inhibition, % at 12.5 µM; purified PglD enzyme, DTNB colorimetric CoA detection; 360,000 tested, 0.098% active; in the data active = inhibition above about 16%, passing the limit was not always enough; also: strong numbers were not always called active
# PAX8 inh HTS = inhibitors of PAX8-driven TPO luciferase reporter, primary screen, RMG-I cells, single concentration; SteadyGlo, 24 h; 360,000 tested, 1.2% active; AID 652154, 2013; inhibition, % at 12.6 µM;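 active = mean replicate inhibition at least 60% with every replicate also reaching 60%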;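 also: luciferase light reporting Pax8 driven TPO promoter activity; plate controls were median of neutral control wells for no effect and mitoxantrone controls for full effect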
# EWS-Fli block = EWS/Fli-driven NR0B1 reporter inhibitors, primary screen, A673 cells, NR0B1 luciferase, luminescence, MLPCN library; inhibition, % at 12.6 µM; AID 651661, 2012; viability-normalised; 350,000 tested, 0.67% active;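 active = mean inhibition of at least 50% after viability correction, with every replicate also passing that limit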;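 also: firefly luciferase signal divided by Alamar Blue viability fluorescence both relative to DMSO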
# S100A4 inh HTS = inhibitors of S100A4-myosin IIA peptide binding, primary screen, biochemical, fluorescence polarization, TAMRA-MyoIIA peptide; 360,000 tested, 0.14% active; AID 652163, 2013; inhibition, % at 10.7 µM;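 active = mean inhibition of at least 70% across replicates, with every replicate also reaching that level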
# Target sequence (P26447 whole entry, looked up): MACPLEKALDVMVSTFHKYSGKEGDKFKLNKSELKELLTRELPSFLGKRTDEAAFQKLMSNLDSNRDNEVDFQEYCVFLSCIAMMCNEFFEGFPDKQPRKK
#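 incubation = readout 5 min after mixing, signal stable up to 60 min | system = S100A4 monomer protein | buffer or medium = HEPES pH 7.2 with CaCl2, KCl, NaCl, DTT, Triton | benchmarks = neutral control DMSO, positive control TFP | also added = fluorescent myosin IIA peptide, 5 nM | compound dosing = one concentration per compound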
# ERAP1 inh = human ERAP1 aminopeptidase inhibitors, primary screen, biochemical, single point, plate reader | Endoplasmic reticulum aminopeptidase 1 (Homo sapiens), Q9NZ08 | recombinant ERAP1, Leu-AMC fluorescence, 60 min | inhibition, % at 10.7 µM | 340,000 tested, 0.15% active | AID 652197, 2013;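 active = mean replicate inhibition of at least 30%, or all replicates individually reaching that 30% level; inactive = mean below 30% and not every replicate reaching it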;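 also: 0% = neutral control wells and 100% = L-leucinethiol positive control wells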
# Target sequence (Q9NZ08 whole entry, looked up): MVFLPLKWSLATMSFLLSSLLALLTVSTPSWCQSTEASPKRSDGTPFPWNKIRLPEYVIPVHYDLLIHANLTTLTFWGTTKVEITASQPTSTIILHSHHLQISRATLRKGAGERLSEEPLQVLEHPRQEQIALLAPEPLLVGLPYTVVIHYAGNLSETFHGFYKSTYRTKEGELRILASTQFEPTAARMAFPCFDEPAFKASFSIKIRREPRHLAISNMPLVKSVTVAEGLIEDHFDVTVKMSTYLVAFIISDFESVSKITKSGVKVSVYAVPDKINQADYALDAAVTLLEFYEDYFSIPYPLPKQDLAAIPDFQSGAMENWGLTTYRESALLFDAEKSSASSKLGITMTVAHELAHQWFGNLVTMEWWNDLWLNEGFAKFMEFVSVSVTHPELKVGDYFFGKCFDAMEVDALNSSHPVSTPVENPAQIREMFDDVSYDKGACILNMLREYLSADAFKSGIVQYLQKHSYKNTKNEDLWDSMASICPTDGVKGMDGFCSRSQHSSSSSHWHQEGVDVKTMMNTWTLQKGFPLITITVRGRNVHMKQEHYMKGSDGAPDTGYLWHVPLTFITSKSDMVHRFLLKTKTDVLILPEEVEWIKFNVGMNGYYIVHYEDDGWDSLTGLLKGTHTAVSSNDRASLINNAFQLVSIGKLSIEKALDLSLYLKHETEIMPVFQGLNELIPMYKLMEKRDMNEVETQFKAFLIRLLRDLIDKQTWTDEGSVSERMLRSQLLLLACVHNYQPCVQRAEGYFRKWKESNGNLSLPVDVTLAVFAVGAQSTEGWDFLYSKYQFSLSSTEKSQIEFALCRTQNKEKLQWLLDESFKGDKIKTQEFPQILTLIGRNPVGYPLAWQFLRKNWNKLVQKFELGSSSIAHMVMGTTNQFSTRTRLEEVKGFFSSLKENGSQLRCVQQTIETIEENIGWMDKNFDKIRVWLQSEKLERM
# PGC1a acetyl inh = inhibitors of PGC1a acetylation signal, primary screen, cell-based, U2OS, AlphaScreen, inhibitor mode; AlphaScreen anti-acetyl-lysine; with virally co-expressed GCN5 acetyltransferase; inhibition, % at 15.6 µM; 350,000 tested, 0.17% active; AID 651687, 2012;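 active = every replicate shows inhibition of at least 40%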;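 also: 0% = neutral control wells and 100% = positive control wells; some results beyond the cut were filed as inactive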
# LGR2 inh = inhibitors of bursicon-induced LGR2 CRE-luciferase signal, primary screen, cell-based, HEK293, CRE-luciferase reporter, bursicon stimulation; Drosophila bursicon receptor LGR2 (rickets); bursicon-stimulated, 4 h; inhibition, % at 9.99 µM; 380,000 tested, 0.35% active; AID 720647, 2013;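 active = drop in luminescence signal, shown as inhibition above about 50% in the replicate tests, limit read from the data, passing the limit was not always enough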;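 also: agonist challenge used bursicon conditioned medium at about half maximal strength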
# FN deposition inh = inhibitors of fibronectin matrix deposition, primary screen, AH1F cells, Alexa488-fibronectin fluorescence, plate reader; 350,000 tested, 0.086% active; AH1F fibroblasts, overnight; inhibition, % at 12.6 µM;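 active = mean inhibition across replicates of 30% or more, regardless of how many single replicates reach that level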;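 also: positive control wells lacked labelled fibronectin entirely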
#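 Material: AH1F fibroblast monolayer depositing Alexa488-labelled fibronectin into matrix | Input: 10000 AH1F cells/well | Medium: DMEM plus 2% serum, read in PBS | Reagent: Alexa488-fibronectin, 24 nM final in well | Compound dosing: One dose per compound, pinned | Schedule: 1 h adhesion, overnight exposure | Measured by: Fluorescence at 485 nm excitation, 525 nm emission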
# The depositor's hits bear a star; . = no result given; & = joins results of further samples. The order is random; any-hit rate near 2.1%.
1) CCOc1ccc(CN2CCN(Cc3nc(C(C)C)cs3)CC2CCO)cc1 (stereo not given)
2) COc1ccccc1NC(=O)C1CCCN(S(=O)(=O)c2cccc3nsnc23)C1 (stereo not given)
3) C[C@H]1CN([C@@H](C)CO)C(=O)c2cccc(NS(C)(=O)=O)c2O[C@H]1CN(C)C(=O)Nc1ccccc1
4) CCS(=O)(=O)N1[C@H](CO)[C@H](c2ccc(C#CC(C)C)cc2)[C@@H]1C#N
5) Cc1ccc(S(=O)(=O)N(C)C[C@H]2OCCCC[C@@H](C)Oc3ccc(NC(=O)CCCN(C)C)cc3C(=O)N([C@H](C)CO)C[C@@H]2C)cc1
6) COC(=O)c1cn(CCNC(=O)[C@H](Cc2ccccc2)NS(=O)(=O)c2ccc(C)cc2)nn1
7) COc1ccc([C@@H]2CC(=O)c3c(O)cc(O[C@@H]4O[C@H](CO[C@@H]5O[C@@H](C)[C@H](O)[C@@H](O)[C@H]5O)[C@@H](O)[C@H](O)[C@H]4O)cc3O2)cc1O
8) COc1cccc(C(=O)N(Cc2ccco2)c2c(N)n(Cc3ccccc3)c(=O)[nH]c2=O)c1
9) COc1ccc(S(=O)(=O)N(C)C[C@H]2Oc3ccc(NS(=O)(=O)c4ccccc4)cc3CC(=O)N([C@H](C)CO)C[C@@H]2C)cc1
10) CNC[C@@H]1Oc2c(NC(=O)c3ccc(-c4nccs4)cc3)cccc2C(=O)N([C@H](C)CO)C[C@@H]1C
assay / compound	1	2	3	4	5	6	7	8	9	10
PglD inh	.	0	0	-2	-6	.	-96	-2	2	5
PAX8 inh HTS	-13	13	-2	-4	-20	13	-12	14	-1	-11
EWS-Fli block	4	.	4	-4	2	-3	-9	0	8	0
S100A4 inh HTS	0	.	-6	1	19	6	-3	0	0	-4
ERAP1 inh	5	.	-1	2	-2	-2	0	3	1	7
PGC1a acetyl inh	.	-4	-4	6	-3	11	-12	-7	1	-4
LGR2 inh	-26	.	1	9	4	.	.	-2	-10&-19	-4
FN deposition inh	.	2	0	6	-12	.	2	14	5	8

11) CCCCN(C(=O)c1cccc(N2C(=O)c3ccccc3C2=O)c1)c1c(N)n(CC(C)C)c(=O)[nH]c1=O
12) Cc1ccc(-c2nnc(OCCN3CCOCC3)c3ccccc23)cc1
13) C[C@@H]1CN([C@@H](C)CO)C(=O)c2cc(-c3ccc(F)cc3)cnc2O[C@H]1CN(C)C(=O)Nc1ccccc1F
14) CC12CCC(=O)N1C(C(=O)OCc1c(Cl)cccc1Cl)CS2 (stereo not given)
15) O=C(CN1CCN(c2ccccc2F)CC1)NCc1ccc(Cl)cc1
16) CC(=O)N1c2ccccc2C(C)(C)C2CCC(C)CC21 (stereo not given)
17) COc1ccc(C2N(c3ccc(F)cc3)C(=O)C3CCCN32)cc1 (stereo not given)
18) CCOc1cc(/C=N/n2cnnc2)ccc1O
19) O=C(Nc1ccccc1)N[C@@H]1CC[C@@H](CCNS(=O)(=O)c2ccccc2F)O[C@H]1CO
20) O=C(NCC(=O)N(c1ccc(F)cc1)C(C(=O)NC1CCCCC1)c1ccncc1)c1ccco1 (stereo not given)
assay / compound	11	12	13	14	15	16	17	18	19	20
PglD inh	5	1	4	6	4	0	0	0	3	2
PAX8 inh HTS	17	0	.	-5	14	13	10	.	5	-1
EWS-Fli block	-9	.	-6	-12	14	.	-5	4	2	4
S100A4 inh HTS	2	.	2	-4	0	.	-2	-10	-1	51
ERAP1 inh	-5	.	0	2	5	.	-5	3	-3	-3
PGC1a acetyl inh	-1	-4	-12	.	.	-1	4	11	-3	.
LGR2 inh	-4	.	-1	3	14	.	-1	-6	8	6
FN deposition inh	2	7	8	0	4	-4	-15	.	.	-2

# As entered above:
# In PGC1a acetyl inh, no. 13 reads -12
# In LGR2 inh, no. 19 reads 8

# An excerpt of these results, tab-delimited:
entry	molecule	PglD inh	PAX8 inh HTS	EWS-Fli block	S100A4 inh HTS	ERAP1 inh	PGC1a acetyl inh	LGR2 inh	FN deposition inh
16	CC(=O)N1c2ccccc2C(C)(C)C2CCC(C)CC21 (stereo not given)	0	13	.	.	.	-1	.	-4
17	COc1ccc(C2N(c3ccc(F)cc3)C(=O)C3CCCN32)cc1 (stereo not given)	0	10	-5	-2	-5	4	-1	-15
18	CCOc1cc(/C=N/n2cnnc2)ccc1O	0	.	4	-10	3	11	-6	.
19	O=C(Nc1ccccc1)N[C@@H]1CC[C@@H](CCNS(=O)(=O)c2ccccc2F)O[C@H]1CO	3	5	2	-1	-3	-3	8	.

# (list continues)
21) COc1cccc(C2CC(=O)Nc3cc4c(cc32)OCCO4)c1OC(C)C (stereo not given)
22) O=C1NC[C@H](CCCCN2C[C@H](Cc3ccccc3)N(CCc3ccc(O)cc3)C(=O)C2=O)N(CCc2ccccc2)C1=O
23) CC(=O)N1CCN(Cc2nc3cc(Cl)ccc3c(=O)[nH]2)CC1
24) COc1ccccc1C(=O)Nc1ccnn1C1CCN(CCCC2CCCC2)CC1
25) C[C@H]1CN([C@@H](C)CO)C(=O)c2cc(NS(=O)(=O)c3cccs3)ccc2O[C@@H]1CN(C)C(=O)Nc1ccc2c(c1)OCO2
26) CCCc1nnc(NC(=O)C2CC(=O)N(C3CCCC3)C2)s1 (stereo not given)
27) COc1ccc(CN(C(=O)/C=C/c2ccccc2Cl)C2CCS(=O)(=O)C2)cc1 (stereo not given)
28) Cc1noc(C)c1COc1ccc(C(=O)OC(C)C(=O)Nc2ccc(S(=O)(=O)N3CCOCC3)cc2)cc1 (stereo not given)
29) COc1ccccc1-c1cc(C(F)(F)F)nc(N2CCN(c3ccccc3)CC2)n1
30) COc1ccccc1S(=O)(=O)N[C@H]1CC[C@H](CCn2cc(C3CCCCC3)nn2)O[C@H]1CO
assay / compound	21	22	23	24	25	26	27	28	29	30
PglD inh	6	.	0	0	6	1	0	.	-2	-2
PAX8 inh HTS	25	5	7	11	.	-14	7	3	1	13
EWS-Fli block	-6	-7	-9	.	-2	1	-14	5	.	4
S100A4 inh HTS	-3	0	1	-4	-62	-5	0	-3	.	5
ERAP1 inh	6	-6	-1	-2	-2	-7	0	-4	.	-1
PGC1a acetyl inh	-11	.	12	-3	5	5	-8	.	0	8
LGR2 inh	10	-1	29	-4	-18	-12	-9	6	.	11
FN deposition inh	0	2	-1	2	2	-5	-22	-1	-15	-2

# Two records picked at random from those above, as already listed:
21) COc1cccc(C2CC(=O)Nc3cc4c(cc32)OCCO4)c1OC(C)C (stereo not given)
28) Cc1noc(C)c1COc1ccc(C(=O)OC(C)C(=O)Nc2ccc(S(=O)(=O)N3CCOCC3)cc2)cc1 (stereo not given)
assay / compound	21	28
PglD inh	6	.
PAX8 inh HTS	25	3
EWS-Fli block	-6	5
S100A4 inh HTS	-3	-3
ERAP1 inh	6	-4
PGC1a acetyl inh	-11	.
LGR2 inh	10	6
FN deposition inh	0	-1

# Other structures.
31) CCOC(=O)[C@@H]1[C@H]2COc3ccccc3[C@H]2N2C(=O)N(c3ccc(OC)cc3)C(=O)[C@]12C
32) CC(C)CC#Cc1ccc([C@H]2[C@H](CO)N3C(=O)CN(C(=O)CN4CCOCC4)C[C@@H]23)cc1
33) Cc1ccc(CC(=O)NCc2ccc(Cl)cc2)cc1
34) Cc1cccc2sc(NC(=O)C3CCN(S(=O)(=O)c4cc([N+](=O)[O-])ccc4Cl)CC3)nc12
35) O=C(NCc1ccccc1)[C@@]1(Cc2ccccc2)COC(c2ccc(OCCCO)cc2)=N1
36) O=[N+]([O-])c1cccc(S(=O)(=O)NCCCN2CCOCC2)c1
37) COc1ccc(NC(=O)c2cc3ccccc3o2)cc1OC
38) CC1CC(C)CN(C(C(=O)NC2CCCCC2)c2ccnc3ccccc23)C1 (stereo not given)
39) O=C(c1cccs1)c1coc2ccc(O)c(CN3CCOCC3)c12
40) O=C1/C(=C/c2coc3ccc(O)cc3c2=O)SC(=S)N1c1ccccc1
assay / compound	31	32	33	34	35	36	37	38	39	40
PglD inh	1	.	.	.	2	-4	1	4	0	2
PAX8 inh HTS	-17	.	18	33	6	2	-90	11	.	-6
EWS-Fli block	2	-9	.	11	23	-2	-80	4	.	4
S100A4 inh HTS	-2	16	.	3	6	-2	2	8	2	-4
ERAP1 inh	-2	.	.	1	0	-2	0	1	0	1
PGC1a acetyl inh	9	-5	-6	.	-20	-4	-4	-5	.	13
LGR2 inh	1	0	-11	-2	.	.	-38	10	0	-5
FN deposition inh	5	.	4	-3	.	-1	6	-1	.	12

41) CON(C)S(=O)(=O)c1ccc2c(c1)NC(=O)C1CCCN21 (stereo not given)
42) CCOC(=O)CSc1nc2ccc(C)cc2n2cnnc12
43) O=C1OC(/C(=C\NCc2ccccc2)[N+](=O)[O-])c2ccccc21 (stereo not given)
44) O=c1c2ccccc2ncn1CCOCCOc1cccc(Br)c1
45) O=C(C[C@H]1CC[C@@H]2[C@H](COC[C@@H](O)CN2CC2CC2)O1)NCC1CC1
46) CC(C)Cc1cc(C(=O)NCCc2ccccc2)no1
47) O=C(CC(SCCO)c1ccc2c(c1)OCO2)c1cccs1 (stereo not given)
48) O=C(c1ccc([N+](=O)[O-])s1)N1CCN(c2ccccc2)CC1
49) Cc1ccc2cc(CN(CCCO)S(=O)(=O)c3ccccc3F)c(=O)[nH]c2c1C
50) Cc1cc(NC(=O)CON=C(N)CC(=O)Nc2ccccc2Cl)ccc1Br
assay / compound	41	42	43	44	45	46	47	48	49	50
PglD inh	2	0	.	.	-1	2	-3	.	2	0
PAX8 inh HTS	14	-3	6	28	4	-219	.	-12	12	-6
EWS-Fli block	.	27	16	2	10	-86	.	4	6	1
S100A4 inh HTS	.	-4	21	0	2	1	-8	-3	-1	-6
ERAP1 inh	.	-1	4	-1	2	3	1	1	-6	-3
PGC1a acetyl inh	8	.	2	-1	.	.	4	.	11	.
LGR2 inh	.	-1	7	0	-17	-63	-55	-6	-1	2
FN deposition inh	2	1	15	0	-8	-14	-1	-11	8	-5

51) C=CC(=O)NCc1ccc(-c2csnn2)cc1
52) COc1ccccc1CC(=O)N1CCN(C(=O)c2ccco2)CC1
53) CN(C)c1cccc2c1c(NC(=O)Nc1ccc(Cl)cc1Cl)nn2C
54) O=C(c1ccccc1)N1CCCCC(S(=O)(=O)c2ccccc2)C1=O (stereo not given)
55) CC(=O)c1ccc(S(=O)(=O)N2CCN(C(=O)/C=C/c3ccc4ccccc4n3)CC2)cc1
56) CN1CCN(C(=O)C[C@H]2CC[C@H]3[C@H](COc4ccc(NC(=O)c5cccs5)cc4C(=O)N3C)O2)CC1
assay / compound	51	52	53	54	55	56
PglD inh	3	-1	.	-5	0	2
PAX8 inh HTS	-40	-9	4	.	79*	-10
EWS-Fli block	-6	.	1	-16	18	1
S100A4 inh HTS	-4	-2	-5	-1	0	-1
ERAP1 inh	-5	0	1	-2	-6	-2
PGC1a acetyl inh	0	11	-3	5	35	5
LGR2 inh	-5	4	-10	-11	5	-13
FN deposition inh	10	.	-4	.	7	-10
